Screens: PubChem BioAssay, several laboratories
TcdB inh – TcdB glycohydrolase inhibition; TcdB glycohydrolase enzymatic assay, plate reader; AID 652162; P18177; inhibition, % at 9.99 µM; 0.24% of 350,000 active; in the data active means inhibition above about 10%
Target sequence (P18177 whole entry, looked up): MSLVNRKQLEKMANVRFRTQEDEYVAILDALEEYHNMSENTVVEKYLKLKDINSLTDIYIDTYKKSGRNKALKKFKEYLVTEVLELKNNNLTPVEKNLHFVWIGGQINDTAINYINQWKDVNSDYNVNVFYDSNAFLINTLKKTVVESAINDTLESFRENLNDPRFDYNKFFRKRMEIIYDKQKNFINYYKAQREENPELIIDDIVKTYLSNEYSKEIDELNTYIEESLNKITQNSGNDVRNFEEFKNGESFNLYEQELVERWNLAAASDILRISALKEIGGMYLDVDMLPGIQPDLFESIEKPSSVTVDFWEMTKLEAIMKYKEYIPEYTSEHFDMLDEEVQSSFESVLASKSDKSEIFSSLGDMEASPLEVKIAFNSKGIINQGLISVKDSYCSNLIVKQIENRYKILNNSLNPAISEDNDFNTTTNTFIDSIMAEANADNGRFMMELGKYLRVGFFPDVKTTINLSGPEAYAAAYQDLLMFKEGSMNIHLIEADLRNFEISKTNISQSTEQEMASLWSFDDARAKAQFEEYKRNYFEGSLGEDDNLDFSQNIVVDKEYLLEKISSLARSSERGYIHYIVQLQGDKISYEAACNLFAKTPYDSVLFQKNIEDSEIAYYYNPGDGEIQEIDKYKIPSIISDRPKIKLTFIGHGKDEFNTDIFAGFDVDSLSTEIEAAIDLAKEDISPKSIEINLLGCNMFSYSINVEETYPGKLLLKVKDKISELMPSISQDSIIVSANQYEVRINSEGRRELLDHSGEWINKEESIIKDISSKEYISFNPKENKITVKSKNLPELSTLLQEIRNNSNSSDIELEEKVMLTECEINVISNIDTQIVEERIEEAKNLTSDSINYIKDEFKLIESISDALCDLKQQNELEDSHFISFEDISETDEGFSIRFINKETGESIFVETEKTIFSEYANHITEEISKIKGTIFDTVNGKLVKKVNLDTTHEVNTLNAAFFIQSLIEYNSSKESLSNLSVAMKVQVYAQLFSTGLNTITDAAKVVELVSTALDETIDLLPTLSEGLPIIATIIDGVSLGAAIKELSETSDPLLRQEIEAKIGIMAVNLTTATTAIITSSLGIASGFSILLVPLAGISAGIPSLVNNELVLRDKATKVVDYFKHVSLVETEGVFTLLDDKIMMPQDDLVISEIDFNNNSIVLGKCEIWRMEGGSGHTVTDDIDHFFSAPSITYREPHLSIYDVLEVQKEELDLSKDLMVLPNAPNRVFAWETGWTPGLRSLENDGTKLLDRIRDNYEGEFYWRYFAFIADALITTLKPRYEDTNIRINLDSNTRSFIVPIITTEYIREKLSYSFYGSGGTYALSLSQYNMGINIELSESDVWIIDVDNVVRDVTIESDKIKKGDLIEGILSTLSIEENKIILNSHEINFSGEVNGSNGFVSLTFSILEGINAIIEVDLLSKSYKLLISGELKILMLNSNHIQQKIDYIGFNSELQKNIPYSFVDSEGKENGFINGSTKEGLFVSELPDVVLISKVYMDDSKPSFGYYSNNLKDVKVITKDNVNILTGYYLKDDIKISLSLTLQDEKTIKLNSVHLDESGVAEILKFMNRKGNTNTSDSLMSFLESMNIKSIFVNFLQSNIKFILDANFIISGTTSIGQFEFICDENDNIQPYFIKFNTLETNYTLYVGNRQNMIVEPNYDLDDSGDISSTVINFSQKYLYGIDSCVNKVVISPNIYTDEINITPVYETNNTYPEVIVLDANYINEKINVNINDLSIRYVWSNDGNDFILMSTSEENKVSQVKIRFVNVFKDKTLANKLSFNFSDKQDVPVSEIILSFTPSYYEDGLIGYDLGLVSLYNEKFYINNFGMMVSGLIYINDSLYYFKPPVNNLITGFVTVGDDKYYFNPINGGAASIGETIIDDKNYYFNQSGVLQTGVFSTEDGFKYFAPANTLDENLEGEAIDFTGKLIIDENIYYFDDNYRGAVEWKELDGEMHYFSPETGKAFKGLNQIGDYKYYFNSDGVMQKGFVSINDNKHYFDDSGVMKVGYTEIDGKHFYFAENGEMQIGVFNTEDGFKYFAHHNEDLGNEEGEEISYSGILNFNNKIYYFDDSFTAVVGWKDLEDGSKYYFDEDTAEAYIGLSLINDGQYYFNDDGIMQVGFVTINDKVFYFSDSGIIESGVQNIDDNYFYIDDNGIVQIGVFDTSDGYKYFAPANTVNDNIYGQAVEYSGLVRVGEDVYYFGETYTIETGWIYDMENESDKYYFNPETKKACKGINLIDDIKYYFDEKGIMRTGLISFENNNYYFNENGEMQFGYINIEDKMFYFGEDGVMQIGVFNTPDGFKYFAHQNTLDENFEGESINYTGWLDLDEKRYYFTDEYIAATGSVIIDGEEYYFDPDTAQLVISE
GDH-TPI counter – counter-screen for M. tuberculosis FBA inhibitors: GDH-TPI coupled enzymes. GDH-TPI coupled enzyme counterscreen, NADH absorbance. inhibition, % at 4.8 µM. 1.2% of 360,000 active; in the data active means inhibition above about 30%;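 further: 0% = DMSO wells and 100% = wells lacking the enzyme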
FadD28 FP inh – M. tuberculosis FadD28 bisubstrate binding inhibition. 0.22% of 360,000 active. inhibition, % at 12.5 µM. FadD28 bisubstrate probe binding, fluorescence polarization; in the data active means inhibition above about 8.5%, passing the limit was not always enough
Yp Topo-I inh – inhibitors of Yersinia pestis topoisomerase I; Y. pestis Topo-I cleavage product accumulation, plate reader; AID 504884; 0.064% of 360,000 active; activity, % at 10 µM; in the data active means activity above about 50%, passing the limit was not always enough; further: inactives centre near 2
BioA inh – BioA (M. tuberculosis) enzyme inhibition; purified M. tuberculosis BioA enzyme, plate reader; inhibition, % at 9.99 µM; 0.096% of 360,000 active; AID 602481; in the data active means inhibition above about 40%
BH1578 lux ind – induces V. cholerae light production without autoinducers | V. cholerae BH1578 lux reporter, luminescence, 6 h | activation, % at 18.7 µM | 0.16% of 350,000 active; in the data active means activation mostly above about 9.7%, no sharp cut-off; further: not every result past the cut was called active; inactives centre near 0; reference of the scale not given here
PfHsp40 rescue – compounds rescuing yeast from Plasmodium falciparum HSP40 toxicity. S. cerevisiae expressing PfHsp40, growth rescue, ATP luminescence. growth rescue, % at 12.5 µM. 0.68% of 340,000 active. AID 504582; in the data active means growth rescue above about 28%, passing the limit was not always enough;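 further: yeast W303a lacking pdr1 and pdr3 grown in galactose medium; growth measured after three days at 30 °C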
Mtb UGM inh – Mtb UDP-galactopyranose mutase inhibition. 0.06% of 320,000 active. P9WIQ1. purified UGM, fluorescence polarization probe displacement. inhibition, % at 10 µM; in the data active means inhibition above about 10%, passing the limit was not always enough
Mtb FBA inh – inhibitors of M. tuberculosis fructose-bisphosphate aldolase. inhibition, % at 1 µM. purified M. tuberculosis FBA, fluorescence read-out. P9WQA3. 2.3% of 360,000 active; in the data active means inhibition above about 27%;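 further: 0% = vehicle and 100% = reference inhibitor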
* hit, by the source's call; i = inactive; x = not tested or not shown; & = joins results of further samples.

entry	Structure	TcdB inh	GDH-TPI counter	FadD28 FP inh	Yp Topo-I inh	BioA inh	BH1578 lux ind	PfHsp40 rescue	Mtb UGM inh	Mtb FBA inh
1	O=S(=O)(Nc1ccc(NS(=O)(=O)c2ccccc2)cc1)c1ccccc1	0.2	0	-3.1	1	x	-6.0	x	x	-4
2	O=C(COC(=O)Cc1ccc(F)cc1)NC1CCS(=O)(=O)C1 (stereo not drawn)	1.6	-7	-1.4	-4	x	-2.0	-0.8	-1.3	2
3	COc1ccc(CCNC(=O)c2ccc(CN3CCC(Cc4ccccc4)CC3)cc2)cc1	x	7	-0.4	-3	x	-0.3	-0.6	0.4	1
4	CC(=O)c1cccc(NC(=O)C2=CC(c3cccs3)=NS(=O)(=O)N2C)c1	2.7	17	-3.6	-9	19	-0.2	-0.8	-2.4	-1
5	COc1ccc(CNC(=O)Cc2ccc(NC(=O)C3=C(C)OCCS3)cc2)cc1	1.4	0	0.0	-1	-1.3	i	0.4	-0.9	1
6	CC(C)Oc1cc(-n2c(=S)[nH]c3ccccc3c2=O)c(Cl)cc1Cl	x	8	-2.5	-2	1.2	i	20	0.9	1
7	O=C(CCc1nc2ccccc2c(=O)[nH]1)OCCOc1ccc(Cl)cc1	4.7	-14	-1.7	18	-1.0	-0.4	1.2	0.0	-6
8	CCOC(=O)C1CCN(C(=O)c2cc(CN3C(=O)c4ccccc4C3=O)ccc2OCC)CC1	-0.3	-2	-1.1	8	x	i	-0.8	0.4	0
9	O=C(CN1C(=O)COc2ccccc21)Nc1ccc(N2CCOCC2)cc1	-2.6	2	0.3	5	-0.9	i	0.4	0.1	-1
10	CN1CCC(O)(c2cccs2)C(C(=O)c2cccs2)C1 (stereo not drawn)	0.4	3	1.1	4	-0.7	-0.4	-0.7	1.0	1
11	COC(=O)C1(NC(=O)CNC(=O)OCc2ccccc2)CCCC1	-0.1	1	0.9	12	-1.2	1.2	-1.6	x	2
12	Cc1ccc(-c2nnc3sc(-c4ccncc4)nn23)cc1	x	14	-1.1	-1	-0.6	-6.7	1.7	1.6	2
13	C/C(CC1(O)/C(=N/O)CCc2nonc21)=N\O (stereo not drawn)	x	10	-0.2	3	-3.5	-6.7	-2.3	-3.8	3
14	Cc1ccc(S(=O)(=O)N2CCOCC(=O)NCCOCCNC(=O)COCC2)cc1	x	-6	-0.6	4	-2.5	i	-1.1	x	-1
15	CC(NC(=O)CNC(=O)c1ccco1)c1ccccc1 (stereo not drawn)	-0.3	2	-0.7	5	-2.3	2.8	-0.9	0.1	4
16	COc1ccc(N(CC(=O)NN=C2CCN(C)CC2)S(=O)(=O)c2ccc(NC(C)=O)cc2)cc1	1.2	1	-0.6	3	x	-0.3	-1.5	-0.1	3
17	O=c1cc(C(F)(F)F)c2cc3c4c(c2o1)CCCN4CCC3	x	1	-2.0	-5	x	-0.2	0.3	0.8	13
18	Cc1cc(C)c2cc(CN(Cc3nnnn3C3CCCCC3)CC3CCCO3)c(=O)[nH]c2c1 (stereo not drawn)	1.8	3	-3.9	7	-1.9	-0.5	1.2	-2.7	12
19	CCOC(=O)C1CCCN(S(=O)(=O)c2cc3c4c(c2)CCC(=O)N4CCC3)C1 (stereo not drawn)	-0.5	0	-2.8	-8	1.3	-0.8	0.3	-0.8	2
20	CCCC(=O)Nc1ccc(Cl)c(NC(=O)CC)c1	x	2	0.9	1	2.2	i	-2.6	0.0	3
21	CC(C)NC(=O)N(C)C[C@H]1OCCCC[C@H](C)Oc2ccc(NS(=O)(=O)c3ccccc3)cc2C(=O)N([C@H](C)CO)C[C@H]1C	0.8&-0.9	-5	-3.0	-6	-0.8	-0.3	x	x	-1
22	COC(=O)c1sc(S(=O)(=O)N2CCN(CCO)CC2)c(C(=O)OC)c1C	-0.9	-1	-0.8	-2	-2.2	-0.3	2.0	-0.3	1
23	CC1Cc2ccccc2N1CC(=O)NC(c1ccccc1)c1ccccc1 (stereo not drawn)	-0.3	-2	-0.8	22	x	i	-0.3	-1.4	-2
24	CCc1cccc(C)c1NC(=S)N(CCN(C)C)Cc1cccs1	1.1	6	-2.8	0	x	-1.1	24	4.1	1
25	COc1ccc(-c2nnc(SCC(=O)c3ccco3)n2-c2ccccc2)cc1	x	0	0.3	12	x	12	0.2	2.4	5
26	COc1ccc(S(=O)(=O)N2CCOCC2)cc1NC(=O)c1ccc2c(c1)OCCO2	0.1	-10	-3.0	8	0.4	-0.1	0.4	0.0	-1
27	CC(C)C[C@H](N)C(=O)N1CCC(C(=O)N[C@H](C(=O)NCc2ccc(F)cc2)C(C)C)CC1	0.5	13	-0.4	-1	0.2	-0.6	-1.5	1.4	5
28	CS(=O)(=O)N(CC(=O)N1CCCCC1)Cc1ccccc1	0.7	7	-2.5	-2	-1.8	-0.5	-2.6	1.0	0
29	COc1ccc(C(=O)NC(=S)Nc2cccc3cc(O)ccc23)cc1OC	-1.1	18	2.3	-3	0.8	1.0	0.8	-0.2	4
30	CCOc1cc2[nH]c(=O)n(Cc3ccc(C(=O)NCCCN4CCC(C)CC4)cc3)c(=O)c2cc1OCC	0.9	21	-2.5	-10	0.8	-0.1	-0.2	-1.0	5
31	NC(=O)CSc1nnc(-c2ccccc2Br)n1-c1cccc(C(F)(F)F)c1	x	-3	-1.2	-1	2.4	-0.5	-0.2	0.5	2
32	Cn1cc(CCC(=O)N2CCCC(N3CCN(c4ccccc4F)CC3)C2)cn1 (stereo not drawn)	2.1	-2	-0.5	-1	-1.3	-0.2	1.1	4.7	-1
33	CNC(=O)c1c(NC(=O)c2ccco2)sc2c1CCC2	1.4	16	-1.0	16	-0.6	i	-2.0	1.7	1
34	CCn1cc(C(=O)c2cccs2)c2ccccc21	x	19	-5.3	7	x	-0.9	0.0	-3.3	0
35	Cc1ccc(NC(=S)/C(=C(\[O-])c2ccc(F)cc2)[n+]2ccccc2)cc1	-0.1	-1	-6.5	-5	x	i	1.0	1.3	2
36	COc1ccc(Nc2nc3ccccc3n2C)cc1	-3.5	-4	-2.6	-10	-0.5	i	-1.0	1.2	2
37	O=C(COc1cc(O)c2c(=O)cc(-c3ccccc3)oc2c1)c1cccc([N+](=O)[O-])c1	0.9	0	-0.4	3	0.2	-0.7	-0.7	1.8	1
38	COc1ccc(C2=NOC(Cn3nc(C(=O)NCc4ccc(OC(F)(F)F)cc4)cc3-c3ccccc3)C2)cc1 (stereo not drawn)	0.3	1	-0.7	12	-2.0	i	-0.9	-1.3	0
39	O=C(CN1C(=O)c2ccccc2C1=O)NCC1CCCO1 (stereo not drawn)	x	-15	-3.7	-5	-0.2	-1.4	-0.1	1.1	3
40	O=C(CSc1nnc(COc2ccc(Cl)cc2)o1)NC1CC2CCC1C2 (stereo not drawn)	-1.3	-11	-2.7	35	-1.0	-0.3	4.4	0.4	0
41	Clc1ccccc1OCCn1cnc2ccccc21	x	3	-1.3	10	0.3	i	-0.1	x	2
42	COc1ccc(C(=S)N2CCOCC2)cc1OC(=O)c1ccc([N+](=O)[O-])cc1[N+](=O)[O-]	-0.3	-9	-3.4	19	0.0	-0.5	0.3	-1.0	-2
43	CC(C)CN(C(=O)COC(=O)CSc1ccccc1F)c1c(N)n(Cc2ccccc2)c(=O)[nH]c1=O	0.3	-3	-1.8	3	-0.2	5.0	-1.0	-0.2	-1
44	COc1ccc(OC)c([C@@H](O)[C@H](C)NC(C)(C)C)c1	-0.1	15	-1.0	-2	1.2	i	-1.4	-1.9	5
45	CCCN(CCC)c1nc2c(C)cccn2c(=O)c1/C=C1/SC(=S)N(Cc2ccco2)C1=O	x	-11	-1.5	9	-3.3	i	-0.6	x	-6
46	CC(=O)c1cccc(NC(=O)N2CCCC2C(=O)Nc2c(C)cccc2C)c1 (stereo not drawn)	x	4	-0.1	9	0.1	i	-0.7	-0.4	4
47	CC(C)[C@H](NC(=O)c1ccco1)C(=O)OCC(=O)N1CCc2ccccc21	x	6	-0.5	7	-0.1	-2.0	-0.8	-2.3	0
48	CC(=O)Nc1ccc(S(=O)(=O)NCCC(=O)NCCc2ccc(F)cc2)cc1	x	-3	-4.1	1	x	-4.5	-0.1	0.9	-2
49	O=C(COC(=O)CCc1ccccc1)Nc1ccccc1OC(F)F	0.2	-1	-0.9	-3	x	0.5	1.5	-1.3	2
50	COc1ccc2[nH]c3c(c2c1)CCN1C(=O)C(CC(=O)NCc2cccc(C(F)(F)F)c2)C[C@H](C(=O)N2CCCCC2)[C@@]31C (stereo partly drawn)	-0.1	7	-4.7	23	1.5	5.8	1.7	x	-3

The list continues:
entry	Structure	TcdB inh	GDH-TPI counter	FadD28 FP inh	Yp Topo-I inh	BioA inh	BH1578 lux ind	PfHsp40 rescue	Mtb UGM inh	Mtb FBA inh
51	CN(CCc1ccccc1)C(=O)c1cccc(NC(=O)Cc2cccc(NC(=O)C3CCCN(C(=O)C4CCCCC4)C3)c2)c1 (stereo not drawn)	0.5	8	-2.1	35	0.5	i	0.8	x	-1
52	COc1ccccc1C(=O)NNC(=O)c1cccc(Cl)c1	1.9	6	-0.5	-2	x	-0.2	-0.8	-2.3	0
53	COc1cccc(NC(=O)c2ccco2)c1	x	4	-0.8	13	-0.6	-1.7	-1.2	-1.2	2
54	CC(SCCc1ccccn1)C(=O)O (stereo not drawn)	x	10	3.4	8	-0.2	x	-0.8	-0.3	-1
55	COc1ccc([C@@H]2CC=C(C(=O)O)[C@H](c3ccc(Cl)cc3)N2S(=O)(=O)c2ccc(C)cc2)cc1OC	-0.5	-14	-5.7	10	0.4	-0.9	-0.3	-0.3	1
56	COc1ccc(C(CC(=O)O)N2Cc3ccccc3C2=O)cc1OC (stereo not drawn)	0.4	-1	1.9	-4	7.3	i	-1.4	3.3	2
57	CCC(C)(C)C1CCc2[nH]nc(C(=O)NCc3ccccn3)c2C1 (stereo not drawn)	3.3	9	-1.2	20	-0.3	-0.8	0.4	-0.4	1
58	COCc1cc(/C=N\NC(=O)Cc2ccc(Cl)cc2)ccc1OC	x	6	0.7	1	x	-0.6	0.6	0.8	-1
59	O=C(Nc1ccc(N2CCN(C(=O)c3ccc(Cl)cc3)CC2)cc1)c1ccc(Br)o1	x	10	-0.6	2	-1.7	x	6.5	0.5	-1
60	O=C1CN(C(=O)COC(=O)c2ccc(Cl)cc2)c2ccccc2N1	0.5	2	-1.5	15	-1.0	-0.7	-0.3	x	0
61	O=C(O)CCCC(=O)N1CCN(c2ncccn2)CC1	0.3	-1	0.4	-6	-1.0	-0.8	x	-2.1	0
62	CCN=C1SC(CC(=O)Nc2ccc(C(F)(F)F)cc2)C(=O)N1CC (stereo not drawn)	x	5	-2.6	-17	-1.7	i	0.4	-0.9	0
63	Clc1ccc(-c2cnc3ccccc3n2)cc1	x	4	-5.4	4	x	-0.2	-0.6	0.2	-3
64	COc1ccc(C2=C(SC)CC2=NC(C)(C)C)cc1	x	-2	-2.5	3	x	1.9	0.1	-1.8	3
65	Cc1ccc2ccc[n+](Cc3ccccc3)c2c1	11*	4	-3.7	7	-0.7	-0.9	-0.7	-0.6	14
66	CC(=O)c1cccc(NC(=O)C2CC(=O)N(c3ccc4c(c3)OCCO4)C2)c1 (stereo not drawn)	1.1	7	-3.2	4	-3.4	i	-0.1	0.4	-2
67	CCN(CC)Cc1c(C(=O)N/N=C/c2cccnc2)nnn1-c1nonc1N	0.0	-1	0.8	0	21	i	-1.4	1.0	-2

3 of the compounds above, field by field.
57	CCC(C)(C)C1CCc2[nH]nc(C(=O)NCc3ccccn3)c2C1 (stereo not drawn)
  TcdB inh: 3.3
  GDH-TPI counter: 9
  FadD28 FP inh: -1.2
  Yp Topo-I inh: 20
  BioA inh: -0.3
  BH1578 lux ind: -0.8
  PfHsp40 rescue: 0.4
  Mtb UGM inh: -0.4
  Mtb FBA inh: 1
58	COCc1cc(/C=N\NC(=O)Cc2ccc(Cl)cc2)ccc1OC
  TcdB inh: x
  GDH-TPI counter: 6
  FadD28 FP inh: 0.7
  Yp Topo-I inh: 1
  BioA inh: x
  BH1578 lux ind: -0.6
  PfHsp40 rescue: 0.6
  Mtb UGM inh: 0.8
  Mtb FBA inh: -1
53	COc1cccc(NC(=O)c2ccco2)c1
  TcdB inh: x
  GDH-TPI counter: 4
  FadD28 FP inh: -0.8
  Yp Topo-I inh: 13
  BioA inh: -0.6
  BH1578 lux ind: -1.7
  PfHsp40 rescue: -1.2
  Mtb UGM inh: -1.2
  Mtb FBA inh: 2
